# CXCR6 block = blocks human CXCR6 beta-arrestin recruitment; O00574; CHO-K1 PathHunter CXCR6 beta-arrestin, luminescence; inhibition, % at 20 µM; 0.36% of 360,000 active; in the data active = inhibition above about 34%, passing the limit was not always enough;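 note: antagonist mode with CXCL16 agonist at 10 nM final; 0% = 10 nM CXCL16 with DMSO and 100% = unstimulated wells without agonist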
# Target sequence (O00574 whole entry, looked up): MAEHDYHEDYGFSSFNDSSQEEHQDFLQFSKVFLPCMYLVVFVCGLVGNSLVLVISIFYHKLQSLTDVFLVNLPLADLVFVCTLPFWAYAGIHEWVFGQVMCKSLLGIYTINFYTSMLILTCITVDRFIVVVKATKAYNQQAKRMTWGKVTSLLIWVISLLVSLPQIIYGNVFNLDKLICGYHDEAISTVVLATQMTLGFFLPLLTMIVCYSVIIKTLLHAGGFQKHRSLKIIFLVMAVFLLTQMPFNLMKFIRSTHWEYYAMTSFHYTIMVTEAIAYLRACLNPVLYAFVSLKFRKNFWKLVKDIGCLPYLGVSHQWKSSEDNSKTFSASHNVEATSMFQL
# 697 NFkB inh = lowers PMA/ionomycin-induced NF-kB signal in 697 B cells | 697 B-cell NF-kB luciferase reporter, 16 h | inhibition, % at 4 µM | 0.33% of 330,000 active; in the data active = inhibition above about 35%
# UBC13 polyUb = human UBC13 polyubiquitination inhibition; P61088; UBC13 polyubiquitin chain formation, TR-FRET; inhibition, % at 20 µM; 0.47% of 330,000 active; AID 485273; in the data active = inhibition above about 45%, passing the limit was not always enough
# Jurkat NFkB inh = inhibitors of the PMA/ionomycin-induced NF-kB reporter in Jurkat cells; PMA/ionomycin-induced NF-kB luciferase reporter, luminescence; inhibition, % at 4 µM; 0.53% of 330,000 active; AID 435003; in the data active = inhibition above about 50%
# EBI2 antag = EBI2 (human) antagonism; EBI2 beta-arrestin recruitment, luminescence, 7a,25-OHC stimulated; inhibition, % at 5 µM; 0.81% of 360,000 active; AID 651636; in the data active = inhibition above about 38%;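 note: enzyme fragment complementation signal reports receptor beta-arrestin coupling in cells; 0% = agonist plus DMSO wells and 100% = wells without agonist; some results beyond the cut were filed as inactive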
# APJ antagonist = APJ receptor antagonism | P35414 | CHO-K1 APJ beta-arrestin complementation, luminescence | inhibition, % at 20 µM | 0.32% of 330,000 active;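 active = inhibition above about 40% at 20 µM, limit read from the data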;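 note: cells challenged with 10 nM apelin-13 agonist together with compound; plate controls were apelin-13 plus DMSO wells for no effect and DMSO wells lacking apelin-13 for full effect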
# Target sequence (P35414 whole entry, looked up): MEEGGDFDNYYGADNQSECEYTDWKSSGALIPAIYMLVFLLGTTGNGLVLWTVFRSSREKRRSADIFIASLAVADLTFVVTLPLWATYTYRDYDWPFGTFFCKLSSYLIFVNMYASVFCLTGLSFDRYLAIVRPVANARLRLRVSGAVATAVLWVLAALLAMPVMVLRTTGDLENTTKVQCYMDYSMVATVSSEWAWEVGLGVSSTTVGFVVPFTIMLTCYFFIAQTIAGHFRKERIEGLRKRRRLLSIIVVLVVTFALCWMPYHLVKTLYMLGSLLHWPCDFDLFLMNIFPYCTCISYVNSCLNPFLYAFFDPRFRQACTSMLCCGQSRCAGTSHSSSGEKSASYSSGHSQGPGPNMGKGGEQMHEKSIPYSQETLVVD
# Gli-Sufu block = Gli-Sufu pathway antagonism; 0.74% of 340,000 active; inhibition, % at 5 µM; Sufu-KO-LIGHT fibroblasts, Gli luciferase reporter luminescence;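 active = inhibition above about 55%, limit read from the data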;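 note: 0% = DMSO-treated cells and 100% = wells with medium but no cells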
# CCR6 antag = antagonists of human CCR6 receptor. inhibition, % at 20 µM. 0.49% of 340,000 active. P51684. CHO-K1 CCR6 PathHunter beta-arrestin, luminescence, CCL20-stimulated;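 active = compounds whose inhibition of the agonist-driven luminescence signal at 20 µM reaches about 50%, limit read from the data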;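 note: cells stimulated with CCL20 at 14 nM final; plate controls were DMSO with CCL20 for no effect and DMSO without agonist for full effect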
# Target sequence (P51684 whole entry, looked up): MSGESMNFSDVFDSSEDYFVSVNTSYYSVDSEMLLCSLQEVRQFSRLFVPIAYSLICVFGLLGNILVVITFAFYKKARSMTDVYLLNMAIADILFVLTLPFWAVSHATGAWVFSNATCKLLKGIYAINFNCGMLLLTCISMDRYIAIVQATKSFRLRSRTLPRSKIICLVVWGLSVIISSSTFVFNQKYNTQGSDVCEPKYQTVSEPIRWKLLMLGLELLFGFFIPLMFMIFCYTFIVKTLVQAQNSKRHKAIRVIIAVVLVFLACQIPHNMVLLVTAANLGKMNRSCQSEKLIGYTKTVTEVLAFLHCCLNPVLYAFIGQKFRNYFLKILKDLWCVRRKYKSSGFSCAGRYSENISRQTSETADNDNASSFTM
# Starred values were filed as active, the others as inactive; x = not tested or not shown; & = joins results of further samples.
SMILES,CXCR6 block,697 NFkB inh,UBC13 polyUb,Jurkat NFkB inh,EBI2 antag,APJ antagonist,Gli-Sufu block,CCR6 antag
O=C(NCCCc1ccccc1)C1CCN(c2nnc(-n3cccc3)s2)CC1,-3.7,-15.0,2.8,-7.6,2.2,-5.0,0.3,-4.9
COc1ccc(CN2CCN(C(=O)c3cccc4ccccc34)CC2)cc1OC,1.2,15.6,-7.9,-1.6,4.6,-7.2,7.0,5.4
CC(=O)c1cccc(NC(=O)C2C3CCC(C3)C2C(=O)O)c1 (stereo unspecified),3.9,-23.4,-13.7,-12.2,0.8,-27.0,-2.1,-0.2
Cc1ccc2c(c1)nnn2C1CCN(C(=O)C23CC4CC(CC(C4)C2)C3)CC1,1.6,-41.6,-7.4,-19.0,11.3,-2.1,-25.1,18.7
CC(=O)Nc1ccc(S(=O)(=O)Nc2cc(C)c(-n3nc4ccccc4n3)cc2O)cc1,-5.7,-10.0,-2.6,-8.5,8.4,0.3,3.6,14.4
N#CCCN(C(=O)COC(=O)c1ccc(CNS(=O)(=O)c2ccc(F)c(Cl)c2)cc1)c1ccc(F)cc1,28.0,10.6,5.1,-3.6,7.0,-5.5,-4.2,8.9
CSC1=N/C(=C\c2cccnc2)C(=O)N1c1ccccc1,1.6,-4.3,6.8,-1.8,-2.6,8.3,1.4,-2.4
NC(=O)NC(=O)COC(=O)CCCc1c[nH]c2ccccc12,0.2,14.1,4.1,1.6,-12.3,13.8,-12.2,2.1
CC1(C)NC(C(=O)O)Cc2c1[nH]c1ccccc21 (stereo unspecified),0.0,3.9,-6.7,12.4,-0.2,15.5,3.4,14.7
NC(=O)c1ccsc1NC(=O)c1ccc2c(c1)CCCC2,-7.8,-301.7,15.5,-182.8,6.3,0.3,-142.3,-10.0
CCn1c(SCC(=O)Nc2nccc(C)n2)nc2ccccc21,-1.4,-7.3,-5.1,4.4,-6.9,-31.4,-1.9,2.0
COc1cccc(-n2c(SCC(=O)NCCc3ccccc3)nnc2-c2ccoc2C)c1,12.1,13.1,1.8,-2.3,29.5,2.8,7.7,14.4

# Complete entries, quoted from the list. Order of values: CXCR6 block | 697 NFkB inh | UBC13 polyUb | Jurkat NFkB inh | EBI2 antag | APJ antagonist | Gli-Sufu block | CCR6 antag
# CC1(C)NC(C(=O)O)Cc2c1[nH]c1ccccc21 (stereo unspecified) is listed as 0.0 | 3.9 | -6.7 | 12.4 | -0.2 | 15.5 | 3.4 | 14.7
# Cc1ccc2c(c1)nnn2C1CCN(C(=O)C23CC4CC(CC(C4)C2)C3)CC1 is listed as 1.6 | -41.6 | -7.4 | -19.0 | 11.3 | -2.1 | -25.1 | 18.7

# Continued.
SMILES,CXCR6 block,697 NFkB inh,UBC13 polyUb,Jurkat NFkB inh,EBI2 antag,APJ antagonist,Gli-Sufu block,CCR6 antag
COc1ccccc1NC(=O)COC(=O)CNC(=O)c1ccc(OC)c(OC)c1,-7.6,-10.3,2.4,9.5,-7.0,-13.1,6.4,1.7
CC(C)CC(=O)Nc1cccc(NC(=O)CC(C)C)n1,8.4,11.0,-12.1,5.3,-4.0,4.2,-4.2,-7.7
CCN(CC)CCCNC(=O)c1csc(Nc2cccc3ccccc23)n1,1.9,-15.2,3.6,-54.5,5.3,-2.1,30.3,13.5
CCN(c1ccccc1)S(=O)(=O)c1ccc(OC)c(N=N/C(C(=O)Nc2ccccc2)=C(/C)O)c1,1.4,-1.2,-25.3,10.2,4.6,6.5,10.2,1.4
CCc1nnc(NC(=O)C2CC(=O)N(Cc3ccccc3)C2)s1 (stereo unspecified),3.2,18.5,-8.5,6.4,-2.0,1.5,3.0,10.6
O=C(NCCCN1CCCC1=O)c1nnc(Cc2c(F)cccc2Cl)o1,1.8,2.5,-6.7,0.2,-10.9,14.0,-2.3,-14.8
COC(=O)CCCSc1nccn1-c1ccccc1,-9.9,11.1,7.6,0.5,-6.0,1.5,-1.8,1.1
N#Cc1c(-c2ccc(F)cc2)nc(-c2ccccc2)[nH]c1=O,8.3,21.3,5.5,-2.1,-3.1,7.3,-7.5,4.4
NS(=O)(=O)c1cc(C(=O)OCC(=O)Nc2ccc3[nH]c(=O)[nH]c3c2)ccc1Cl,-0.7,8.2,-1.4,-10.5,-7.1,8.6,4.0,0.3
CC1CC(C)CN(CCCNC(=O)c2ccc3c(c2)NC(=O)C(N2CCCCC2)S3)C1 (stereo unspecified),3.0,12.9,15.4,-10.2,-6.1,-17.8,-6.7,-29.4
COc1ccc(CSCC(=O)NCCC(C)C)cc1,8.6,5.9,4.2,7.3,3.5,13.3,-5.4,2.1
O=C(Nc1ccc(Br)cn1)c1ccc(Br)s1,-16.2,-115.0,13.6,-37.7,2.3,4.7,-99.6,0.2
CCC1(c2ccccc2)NC(=O)N(CC(=O)Nc2ccc(S(N)(=O)=O)cc2)C1=O (stereo unspecified),-3.1,2.9,3.4,12.9,-12.0,12.5,-23.4,-2.5
O=S(=O)(c1ccccc1)N1CCc2ccccc2C1,-2.3,-11.5,-3.4,3.5,2.9,-16.8,-8.3,6.3
NC(=O)NN=C1C2CCCC1C(c1ccccc1)NC2c1ccccc1 (stereo unspecified),-6.2,-0.8,1.3,16.5,9.2,2.4,4.9,10.7
CC(O)[C@@H](C(=O)N1CCNCC1)n1cc(CCCCN)nn1 (stereo partly specified),-0.6,8.4,5.8,-3.8,-1.7,2.7,-5.3,-6.5
CCOC(=O)CN1C(=O)N[C@@H](CCc2ccccc2)[C@@H](C(=O)OC)[C@H]1C,-6.0,8.2,-2.8,15.6,2.2,8.2,21.6,-1.6
NS(=O)(=O)c1ccc(CCNC(=O)c2ccc(CS(=O)(=O)c3ccc(Br)cc3)o2)cc1,1.9,7.7,0.2,4.7,-4.1,12.2,-6.1,1.4
COc1ccc(/C(C)=N/NC(=O)C2CC2)cc1,-2.4,3.4,2.9,-5.1,-4.7,-2.7,1.8,13.2
CC(=O)Nc1ccc(S(=O)(=O)NCc2ccc(C(=O)NCc3ccc4c(c3)OCO4)cc2)cc1,3.1,4.1,6.3,0.6,-5.2,5.4,-5.9,1.7
Cc1ccc(COc2ccc(C(=O)NN)cc2)cc1,-16.6,8.9,7.3,-22.9,-6.1,-4.7,-19.9,-7.5
Cc1c(O)c(CN2CCCCC2)cc2c3c(c(=O)oc12)CCC3,-2.3,5.2,17.6,-13.6,-12.1,3.6,10.0,4.3
COc1cc(OC)c(OC)cc1CNCc1ccco1,1.6,3.5,0.8,-25.2,-4.8,7.1,33.2,8.6
Cc1cc2oc(=O)cc(COC(=O)Cn3cnnn3)c2cc1C(C)C,7.4,12.3,4.8,14.9,2.5,4.6,3.0,28.2
CCOC(=O)c1ccc(NC2c3ccccc3C(=O)N2c2cccnc2)cc1 (stereo unspecified),6.5,4.1,9.1,-20.5,-8.2,8.0,-4.7,14.9
Cc1cc(C2=NNC(=Nc3ccc(S(=O)(=O)N4CCOCC4)cc3)SC2)c(C)n1CC1CCCO1 (stereo unspecified),3.3,14.9,-3.6,-5.8,7.6,-0.7,-1.1,-1.8
CCCn1c(Cc2ccccc2)nnc1SCC(=O)N1CCOCC1,-5.8,27.6,5.2,3.7,-4.3,10.7,-4.4,-1.5
Cn1c(SCC(=O)N2c3ccccc3Sc3ccccc32)nnc1-c1ccco1,7.9,12.5,4.2,-6.1,4.2,9.3,8.3,17.2
Clc1ccc(NCc2cccnc2)cc1,5.4,10.1,7.6,8.5,6.9,6.0,-9.1,8.7
CCn1c(/C=C/c2ccccc2)nc2ccccc21,0.1,-135.4,20.1,-170.0,8.7,-12.3,-82.0,18.0
CCOc1ccc(-n2nc(C(=O)N3CCN(CC)CC3)c3ccccc3c2=O)cc1,-6.7,6.5,0.4,-13.1,-8.0,24.7,-4.7,-6.9
CC(=O)NCC12CC3CC(C1)CC(C(=O)O)(C3)C2,0.8,13.9,3.2,1.5,6.0,11.6,16.5,-6.1
COc1cc(/C=C(/Sc2nnc(-c3ccc(F)cc3)o2)C(=O)O)ccc1OC(F)F,-5.9,11.6,-2.8,0.5,0.8,11.1,-6.7,-13.6
O=C(Cn1ncn2cccc2c1=O)N1CCCCC1,4.6,10.4,0.1,-6.7,-1.7,-10.7,2.8,5.5
O=C(O)C[C@H]1c2cc(C(F)(F)F)ccc2S(=O)(=O)N1Cc1ccccc1,-1.5,4.4,-2.8,6.4,8.2,6.5,-3.4,-1.1
O=c1c2ccccc2nc2n1CCCCC2,-2.2,3.1,-3.7,-0.8,1.2,9.0,0.4,8.2
CCOC(=O)c1sc2nc(SC)nc(-c3ccc(Cl)cc3)c2c1N,-4.6,-9.9,38.8,-7.6,-0.3,-1.1,-12.5,15.5
O=C(OCC(=O)N1CCN(C(=O)c2ccco2)CC1)c1cc(-c2ccc(Cl)c(Cl)c2Cl)nc2ccccc12,8.6,-21.6,1.6,1.7,27.1,13.4,-5.1,9.3
COCCSc1nnc(NC(=O)CS(=O)(=O)c2ccc(C)cc2)s1,-1.2,20.2,7.1,5.1,-0.6,15.7,19.5,-1.4
C[n+]1ccccc1/C=C/c1ccc(F)c(F)c1,-9.8,10.4,-5.5,10.2,-8.4,3.2,x,7.2
CCc1cccc(C)c1NC(=O)c1ccc2nc(N3CCOCC3)sc2c1,-0.7,-5.5,10.6,-7.9,2.7,2.9,-4.1,-3.2
O=C(CSc1nnc(-c2ccco2)o1)c1ccc([N+](=O)[O-])cc1,-2.0,22.9,-22.3,-9.3,-12.9,-8.4,x,-9.3
COC(=O)C1=C2SCC(=O)N2C(N)=C(C#N)C1,6.5,4.5,4.4,12.0,-8.2,14.3,7.3,9.3
COc1ccccc1-c1cc(C(=O)NCc2ccc(F)cc2)no1,-7.6,16.1,6.9,-6.1,24.9,-3.7,1.3,-10.8
C=CCNC(=O)COC(=O)c1nc2nccc(C)n2n1,10.9,0.5,15.0,16.9,-1.1,-14.6,-2.2,4.8
CCN(CC(=O)NC1CCS(=O)(=O)C1)S(=O)(=O)c1cc(Br)ccc1Br (stereo unspecified),5.2,10.9,-4.8,2.6,-1.1,10.8,-1.3,-4.5
Cc1ccc(S(=O)(=O)NCC(=O)N(CC(=O)NCc2ccco2)Cc2ccc(F)cc2)cc1,-0.9,11.4,5.5,-8.2,2.2,7.8,-10.6,14.4
CCc1cccc(C)c1N(C(=O)Cn1c(=O)[nH]c2ccccc21)C(C)COC (stereo unspecified),-5.1,-19.7,-11.6,-15.2,-2.9,9.3,-3.4,-15.0
CCOc1ccc(N(CC(=O)N2CCCC2)S(=O)(=O)c2ccc(Cl)cc2)cc1,10.9,16.1,-1.0,19.8,-2.3,12.9,24.9,21.7
O=C(CC1C(=O)NCCN1Cc1ccoc1)NCc1cccc(OC(F)(F)F)c1 (stereo unspecified),5.5,21.7,12.4,0.2,-0.7,9.2,0.5,-4.6
O=Cc1c(NC2CCCCC2)c2ccccc2[nH]c1=O,4.3,2.1,7.1,-1.8,3.0,11.2,1.2,12.5
O=C(OCC#CCSc1nnc(-c2cccc3ccccc23)o1)c1cc2ccccc2o1,3.7,4.3,25.9,12.9,-5.0,1.8,-9.1,0.2
CCOC(=O)C(C)S(=O)(=O)c1ccc(C(F)(F)F)cn1 (stereo unspecified),-4.3,2.9,9.8,10.0,1.3,-11.5,4.1,-13.8
CCOc1ccc(C2=NNC(c3cccs3)=Nc3ccc(OCC)cc32)cc1,x,4.7,-0.5,4.6,x,7.8,x,x
O=c1ccc2cc(S(=O)(=O)N3CCN(c4cc(Cl)ccc4Cl)CC3)ccc2o1,4.5,-0.7,11.9,9.0,17.2,-2.8,-0.8,13.2
c1ccc(CN2CCN(c3cnc4ccccc4n3)CC2)cc1,-6.2,-25.5,3.4,-26.4,5.1,-0.6,-35.0,7.0
CCN(CC)C(=O)CSC1=C(C#N)C(c2ccco2)C(C(=O)OCCOC)=C(C)N1 (stereo unspecified),1.7&2.6,-2.8,1.4,12.6,1.0&-8.1,-9.6,5.6&8.6,5.7&19.1
Cc1cc(=O)n2[nH]c(SCc3ccccc3)nc2n1,2.0,15.0,-9.5,-12.4,10.5,-8.6,-10.4,-0.1

# Ordered by value in UBC13 polyUb (ascending): four of the compounds above.
structure	UBC13 polyUb
CCOc1ccc(C2=NNC(c3cccs3)=Nc3ccc(OCC)cc32)cc1	-0.5
c1ccc(CN2CCN(c3cnc4ccccc4n3)CC2)cc1	3.4
CCOC(=O)C(C)S(=O)(=O)c1ccc(C(F)(F)F)cn1 (stereo unspecified)	9.8
O=C(CC1C(=O)NCCN1Cc1ccoc1)NCc1cccc(OC(F)(F)F)c1 (stereo unspecified)	12.4

# From PubChem BioAssay

# An unsorted share of the library. About 3% of those tested had a hit in this group.
